# Screens: PubChem, several laboratories
# STK33 inh: blocks human STK33 kinase activity | Q9BYT3 | purified STK33, MBP phosphorylation, ADP-Glo luminescence | inhibition, % at 10 µM | 0.073% of 320,000 active | AID 2661;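 active = inhibition at or above 25%, using the most active replicate where run in duplicate; inactive = inhibition below 25%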
# Target sequence (Q9BYT3 whole entry, looked up): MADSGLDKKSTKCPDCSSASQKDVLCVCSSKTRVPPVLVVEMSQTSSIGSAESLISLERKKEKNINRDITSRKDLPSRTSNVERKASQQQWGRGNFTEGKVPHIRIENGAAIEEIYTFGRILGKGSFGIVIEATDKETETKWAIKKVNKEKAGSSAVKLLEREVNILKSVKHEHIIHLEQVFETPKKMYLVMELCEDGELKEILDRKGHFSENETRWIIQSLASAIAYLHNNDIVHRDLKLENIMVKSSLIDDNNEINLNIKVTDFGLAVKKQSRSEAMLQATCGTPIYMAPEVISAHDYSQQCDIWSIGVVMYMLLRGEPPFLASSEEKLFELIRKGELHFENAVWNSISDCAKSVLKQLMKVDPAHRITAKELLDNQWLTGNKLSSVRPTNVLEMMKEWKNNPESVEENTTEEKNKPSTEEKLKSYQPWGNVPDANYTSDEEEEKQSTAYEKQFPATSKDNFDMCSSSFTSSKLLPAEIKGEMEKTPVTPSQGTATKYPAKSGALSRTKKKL
# Kir21 inh: blocks the mouse Kir2.1 inward-rectifier potassium channel; B-score at 10 µM; 0.85% of 310,000 active; HEK293-Kir2.1, FluxOR thallium flux fluorescence; stronger effect = lower value;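 active = fluorescence ratio B-score at or below minus 3 SD of library scores, with starting-brightness B-score within 2 SD, cut at about -4.2 in these data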;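 also: channel flux triggered by added potassium and thallium sulfate stimulus; B-score of peak minus minimum fluorescence over baseline after thallium stimulus; more negative B-score means stronger Kir2.1 block with less thallium influx; some compounds called inactive have numbers as strong as hits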
# Target sequence (P35561 whole entry, looked up): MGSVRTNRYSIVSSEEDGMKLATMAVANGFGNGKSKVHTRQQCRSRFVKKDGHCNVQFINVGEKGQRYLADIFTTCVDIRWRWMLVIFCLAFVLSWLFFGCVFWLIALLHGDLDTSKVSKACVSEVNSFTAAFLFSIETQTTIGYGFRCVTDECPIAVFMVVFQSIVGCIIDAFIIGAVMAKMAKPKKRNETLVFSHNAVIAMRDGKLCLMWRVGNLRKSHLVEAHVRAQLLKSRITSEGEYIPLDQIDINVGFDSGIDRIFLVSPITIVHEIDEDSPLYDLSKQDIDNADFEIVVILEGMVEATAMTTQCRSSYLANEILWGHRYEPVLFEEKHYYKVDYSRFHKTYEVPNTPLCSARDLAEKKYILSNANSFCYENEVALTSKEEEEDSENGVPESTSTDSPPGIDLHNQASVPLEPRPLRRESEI
# * hit, by the source's call; · = no result given. Random draw from the library (roughly 0.84% active in at least one column).
SMILES,STK33 inh,Kir21 inh
Cc1cccc(OCCCC(=O)Nc2ccc(N(C)C)cc2)c1,-1.2,-0.17
CCSc1nc(N)c2c(C)c(C)sc2n1,-3.4,-0.1
CC(C)(C)Nc1nc(NC(C)(C)C)nc(-n2ccnc2)n1,-2.0,·
COC(=O)C[C@H]1c2cc(F)ccc2S(=O)(=O)N1C(C)C,-2.7,-1.2
O=C(CN1C(=O)NC2(CCc3ccccc32)C1=O)Nc1c(Cl)cccc1Cl (stereo not given),-2.0,·
Cc1cc(C(=O)NNc2ccc(C(C)C)cc2)n(C(C)(C)C)n1,-1.0,1.2
O=C(CCc1c[nH]c2ccccc12)N[C@@H](Cc1c[nH]c2ccc(O)cc12)C(=O)O,-0.6,1.7
COC(=O)C1=C(N)Oc2cc(C)n(Cc3cccnc3)c(=O)c2C1c1ccccc1OC (stereo not given),-0.2,1.1
Cn1c(Cn2c(=O)sc3ccccc32)nnc1SCC(=O)NCc1ccccc1,12,·
COc1ccc(CC(=O)NNC(=O)CCc2ccccc2)cc1,0.6,-0.01
Cc1nn(-c2ccccc2)c(C)c1C(=O)OC(C)C(=O)NC1CCCCC1 (stereo not given),-0.2,·
Cc1ccc(-n2ncc3c(=O)n(Cc4ccccn4)cnc32)cc1C,-1.0,1.1
COC(=O)C1C(=O)C2=C(CC1C)NC(=O)CC2c1ccc(O)c(OC)c1 (stereo not given),-0.3,0.83
O=C(NNS(=O)(=O)c1ccc(F)cc1)C1CCN(S(=O)(=O)c2ccccc2)CC1,0.4,0.58
CCOc1ccccc1C(=O)Nc1ccc2nc(N3CCN(c4ncccn4)CC3)cc(C)c2c1,-2.6,·
CC1CCCN(c2ccc([N+](=O)[O-])cc2C(=O)c2ccccc2)C1 (stereo not given),-1.5,-2.6
COc1ccc(OC)c(CN2CCSCC2)c1,-1.2,-0.03
Cc1ccc([C@H]2C(C#N)=C(N)Oc3cc(C)oc(=O)c32)o1,-0.5,-0.35
CCCn1nc(C(=O)NNC(=O)CCOc2ccccc2OCC)c2ccccc2c1=O,-0.2,-0.83
CC1CCN(C(=S)c2ccc(O)cc2)CC1,0.6,1.3
COc1ccc(CCN2CC(C(=O)Nc3cc(F)ccc3F)CC2=O)cc1OC (stereo not given),-0.1,-0.01
O=C(CC12CC3CC(CC(C3)C1)C2)NCc1ccco1,-0.9,0.02
CC(C)(C)c1nnc(N/N=C/c2cc(Br)ccc2O)n(N)c1=O,3.3,-0.07
COc1ccc(C2C(C(=O)c3ccco3)=C(O)C(=O)N2CCOCCO)cc1OC (stereo not given),-1.4,-0.83
NC(=O)CN1CCN(C2CC(=O)N(CCc3ccccc3)C2=O)CC1 (stereo not given),-2.0,1.7
Cc1ccccc1NC(=O)C(=O)NC(C)CCc1ccccc1 (stereo not given),-0.8,0
CCc1ccc(Nc2cc(C)nc3ncnn23)cc1,-0.1,2.7
CCCOc1ccc(/C=C/C(=O)N2CCOCC2)cc1,-0.7,1.4
COc1ccc(OC)c(NC(=O)CN(C)CC(=O)Nc2ccccc2Cl)c1,0.5,0.34
CC1(C)CC2(CCCN3C(=O)CSC32)CCS1 (stereo not given),8.8,0.1
COc1ccc(OC)c(Cc2nnc(CCC(=O)NCc3ccc(C)s3)o2)c1,1.7,-0.13
O=C(COC(=O)/C=C/c1ccco1)NCc1ccccc1Cl,-1.4,-1.1
CCCn1c2c(c(O)c(C(=O)Nc3nc4ccccc4s3)c1=O)CCCC2,0.7,-0.4
Cc1ccc(C(=O)NC(=S)Nc2ccc3[nH]c(=O)[nH]c3c2)cc1,-1.2,-1.5
Cc1ccc(S(=O)(=O)Nc2cc3c4c(c2)CCC(=O)N4CCC3)cc1,0.6,-0.63
O=C(c1ccncc1)N1N=C(c2ccc(Br)cc2)CC1c1ccccc1O (stereo not given),1.3,0.28

# 4 compounds out of the list, arranged by count of non-hydrogen atoms, largest number first.
SMILES,STK33 inh,Kir21 inh
COc1ccc(OC)c(Cc2nnc(CCC(=O)NCc3ccc(C)s3)o2)c1,1.7,-0.13
COc1ccc(OC)c(NC(=O)CN(C)CC(=O)Nc2ccccc2Cl)c1,0.5,0.34
Cc1ccc(S(=O)(=O)Nc2cc3c4c(c2)CCC(=O)N4CCC3)cc1,0.6,-0.63
Cc1ccccc1NC(=O)C(=O)NC(C)CCc1ccccc1 (stereo not given),-0.8,0

# (listing goes on)
SMILES,STK33 inh,Kir21 inh
Cc1ccc(S(=O)(=O)N2CCN(CC(=O)Nc3ccc(N4CCOCC4)cc3)CC2)cc1C,0.8,0.57
CCOC(=O)c1[nH]c(C)c(C(=O)NC)c1C,·,1.4
Cc1ccc(-n2nnnc2SCC(=O)N2CCN(C(=O)c3ccco3)CC2)c(C)c1,-1.2,-1.2
CCOC(=O)c1c(-c2ccccc2)nc2c(C)cccn12,0.1,1.2
CC(C)N1C(=S)N(Cc2ccco2)C(=O)C1CC(=O)Nc1ccccc1 (stereo not given),-0.9,-0.86
COc1ccc(Br)cc1/C=N/n1nnnc1N,0.7,-2.6
CC1CN(C(=O)CN2C(=O)NC3(CCCC3)C2=O)C(=Nc2cccc(S(=O)(=O)N(C)C)c2)S1 (stereo not given),0.5,-0.29
COc1ccc(C(=O)NCC(=O)N2CCCC(C(F)(F)F)C2)cc1OC (stereo not given),-0.2,1.6
C=CCN(CC=C)C(=O)CN1C(=O)NC(Cc2c[nH]c3ccccc23)C1=O (stereo not given),-0.4,0
Cc1cccc(Cc2ncc(C(F)(F)F)cc2Cl)c1,-0.5,-1.5
Cc1cc(NC(=O)C2CCN(C(=O)c3ccco3)CC2)ccc1Br,0.2,-0.04
O=C1C=C(O)C(n2cncn2)C(c2ccc3c(c2)OCO3)C1 (stereo not given),-0.9,0.09

# Profiles, quoted from the list. Order of values: STK33 inh, Kir21 inh
# Results for O=C1C=C(O)C(n2cncn2)C(c2ccc3c(c2)OCO3)C1 (stereo not given) → -0.9, 0.09
# Results for Cc1ccc(S(=O)(=O)N2CCN(CC(=O)Nc3ccc(N4CCOCC4)cc3)CC2)cc1C → 0.8, 0.57

# New compounds follow
SMILES,STK33 inh,Kir21 inh
CS(=O)(=O)N1CCc2cc(C(=O)Nc3ccc(COCC(F)(F)F)cc3)ccc21,2.8,-1.6
Cc1ccc(C(=O)Nc2cnc3ccccn3c2=O)cc1,·,0.83
CC(Oc1ccccc1)C(=O)Nc1cccc(F)c1 (stereo not given),-1.2,-0.31
Cc1ccccc1C(OCCN(C)C)C1CCCCC1 (stereo not given),-1.2,-3.7
O=[N+]([O-])c1cccc(S(=O)(=O)N2CCN(S(=O)(=O)N3CCCCCC3)CC2)c1,0.0,-1.4
COc1ccccc1Nc1c2c(nc3ccc(N)cc13)CCCC2,0.9,-0.81
COC(=O)c1sccc1NC(=O)c1ccoc1C,-0.3,0.47
CSc1oc(-c2ccc(F)cc2)nc1S(=O)(=O)c1ccccc1,-1.5,0.46
Cc1c(NC(=O)c2ccc(C(C)(C)C)cc2)cccc1[N+](=O)[O-],-1.4,-0.03
Cc1ccc(C)c(NC(=S)/C(=C(\[O-])c2ccc(Cl)s2)[n+]2ccccc2)c1,-0.7,-0.9
CCc1ccc(NC(=O)C(=O)NNC(=O)c2cccc(OC)c2)cc1,-0.5,1.5
CCCc1cc(=O)[nH]c(SC(C)C(=O)Nc2ccc3c(c2)OCCO3)n1 (stereo not given),-1.4,·

# Reprinted at random: 3 compounds from above
SMILES,STK33 inh,Kir21 inh
Cc1ccccc1C(OCCN(C)C)C1CCCCC1 (stereo not given),-1.2,-3.7
COC(=O)c1sccc1NC(=O)c1ccoc1C,-0.3,0.47
Cc1ccc(C)c(NC(=S)/C(=C(\[O-])c2ccc(Cl)s2)[n+]2ccccc2)c1,-0.7,-0.9

# Continuation:
SMILES,STK33 inh,Kir21 inh
Nc1ccc(Oc2ccc3c(c2)C(=O)NC3=O)cc1,-0.3,-0.14
C=CCOc1nc(-c2ccncc2)nc2ccccc12,-0.4,-0.59
O=C(Nc1nccs1)[C@@H]1CCCN1C(=O)c1cccs1,-0.2,0.19
O=S(=O)(Nc1cc(Cl)ccc1N1CCOCC1)c1ccccc1Cl,-1.2,·
Cc1ccc(OC(C)C(=O)N=Nc2c(O)[nH]c3ccc([N+](=O)[O-])cc23)cc1 (stereo not given),-0.5,0.35
CCn1cc(C(=O)NCCCN2CCC(C)CC2)c(=O)c2cc(S(=O)(=O)N3CCOCC3)ccc21,0.4,0.02
CCC(CO)Oc1cc(NCc2ccccc2Cl)c2ncn(C(C)C)c2c1 (stereo not given),1.5,·
COc1cc2c(cc1OC)[C@H](C)N(C(=O)CSc1nc(O)c(C(C)C)c(=O)[nH]1)CC2,0.0,1.8
CCN(CC(=O)NCc1cccs1)C(=O)c1ccc(-c2ccc(F)cc2)o1,-0.8,·
Cn1c(CCN2CCCCC2)nc2cc(NC(=O)COc3ccccc3)ccc21,-2.6,0.35
CCOC(OCC)P(=O)(c1ccccc1)c1ccccc1,0.2,-0.22
COc1cc(C)c(N)cc1C(C)C,-2.3,1.8
CCCSCCCNC(=O)Cn1cc2c(n1)CCCCC2,-0.4,-1.9
O=C(Cn1ncn2c(cc3ccccc32)c1=O)NCc1ccco1,0.4,-0.04
Cc1nc(SCC(=O)NCC2CCCO2)[nH]c(=O)c1C (stereo not given),-1.3,0.78
CCCCN(CCCC)Cc1ccc(C(=O)NNC(=O)Nc2ccc(F)cc2)o1,-2.8,-1.3
CCc1ccc(C2C(C(C)=O)=C(C(=O)OC)Nc3nnnn32)cc1 (stereo not given),-0.4,-0.22
CC(C)(C)NS(=O)(=O)c1ccc(OCC(=O)Nc2ccc3c(c2)OCCO3)cc1,-1.0,-0.96
O=c1cc(CO)[nH]cc1OCc1ccccc1,-0.5,-1.1
O=C(c1cc2ccccc2oc1=O)N(Cc1cccc(Br)c1)C1CCS(=O)(=O)C1 (stereo not given),-1.8,0.21
CC1CN(S(=O)(=O)N(C)C)CCN1S(=O)(=O)N(C)C (stereo not given),-2.3,0.83
CCCCNC(=S)N1CCN(CC)CC1,-0.7,-0.83
Cc1ccc(NS(=O)(=O)c2c(C)nc3sccn3c2=O)cc1C,-2.4,-1.6
FC(F)(F)c1ccc(Cl)c(NC(=S)N/N=C/c2ccccc2Cl)c1,-0.1,0.77
Cc1cccc(OCc2nnc(N)s2)c1,-1.1,2.2
COc1cc(C2CC(=O)OC3=C2C(=O)CC(C)(C)C3)cc(OC)c1OC (stereo not given),-0.6,0.44
O=C1CCCN1CN(C(=O)c1ccc2c(c1)OCO2)c1cccc(Cl)c1,-0.7,0.55
CCOC(=O)CN1C(=O)C(O)(C2CCc3ccccc3C2=O)c2ccccc21 (stereo not given),-0.6,-1.6
CCOC(=O)N1CCN(C(=O)CNC(=O)c2nn(-c3ccc(OC)cc3)c(=O)c3ccccc23)CC1,-0.9,0.93
CCc1ccc(NC(=O)C(C)Nc2ccc(S(=O)(=O)NC(C)=O)cc2)cc1 (stereo not given),-0.2,-1.3
Clc1cccc(-c2ccc3ncnc(NCc4cccnc4)c3c2)c1,1.1,·
CCC(C)(C)C1CCc2c(sc(NC(=O)c3ccccc3C(=O)O)c2C#N)C1 (stereo not given),0.1,0.38
CC(C)(C)c1ccc(N2C(=O)CC(C/C=C/c3ccccc3)C2=O)cc1 (stereo not given),1.2,-0.02
Cn1cccc1Cc1nnc(SCC(=O)NCC2CCCO2)n1CCc1ccccc1 (stereo not given),-1.4,-0.04
Cc1ccccc1-n1c(-c2csc3ccccc23)n[nH]c1=S,-2.4,0.56
Cc1nn(Cc2ccccc2)c(Cl)c1C(=O)OC1CCOC1=O (stereo not given),1.1,2.3
CC1CCCC(C)N1/N=C/c1ccc(C(=O)O)cc1 (stereo not given),1.3,0.53
COC(=O)CCCC1=CC2=C(c3ccccc3)C(=O)C(C)(OC(=O)C3CCCC3)C(=O)C2=CN1Cc1ccc(OC)cc1 (stereo not given),-1.4,0.22
N#Cc1c(Nc2ccccc2C(F)(F)F)s[nH]c1=O,0.4,-0.02
CC(C)C(c1nnnn1CCc1ccccc1)N1CCC(C(N)=O)CC1 (stereo not given),-0.1,-0.26
CCNS(=O)(=O)c1ccc(NC(=O)Nc2cccc(C(F)(F)F)c2)cc1,-0.5,-1.6
FC(F)(F)c1cccc(NC(=S)Nc2ccc(Cl)c(Cl)c2)c1,0.4,-0.11
Cc1c(NS(C)(=O)=O)c(=O)n(-c2ccccc2)n1C,-0.8,1.4
NCCCCc1cn(CC(=O)N2CCNCC2)nn1,1.5,0.46
COc1ccccc1NC1=C(Cl)C(=O)OC1OC(=O)c1ccco1 (stereo not given),5.5,0.02
COc1cc2c(cc1OC)C(C)N(C(=O)Cc1ccc(C(F)(F)F)cc1)CC2 (stereo not given),-1.4,-0.75
CCN(CC)S(=O)(=O)c1ccc(OC)c(NC(=O)c2cc(C)on2)c1,-0.9,0.49
CCOC(=O)C1=C(C)C(c2ccccc2)NC(=S)N1 (stereo not given),-1.0,-3.6
O=C(COc1cc(Cl)c(Cl)cc1Cl)NCCc1ccccn1,-0.8,1.7
C[C@H]1COC(=O)[C@@H](NC(=O)OCC2c3ccccc3-c3ccccc32)C/C=C\C[C@H](CC(=O)NCCO)C(=O)N1,-1.3,·
CCCNS(=O)(=O)c1cccn1-c1ncc(C(F)(F)F)cc1Cl,0.2,0.1
COc1cc(N)ccc1-c1cc2ccccc2oc1=O,1.6,0.2
CC(NC(=O)CN(C)Cc1cccc(F)c1)c1ccccc1 (stereo not given),0.2,-0.87
Clc1ccc(Cn2ncc3c(NCc4cccnc4)ncnc32)cc1,-1.5,-1.9
CCn1c(C)nc2cc(C(=O)OC)ccc21,-1.9,-1.1
CCOC(=O)c1c(C)[nH]c(C(=O)C(C)Sc2ccc(Cl)cc2)c1C (stereo not given),-2.1,-1.3
COc1ccccc1/C=C/c1nc(C#N)c(N(C)C)o1,-0.4,-0.79
CCOc1ccc(NC(=O)CN2C(=O)COc3ccc(S(=O)(=O)N4CCCCC4)cc32)cc1,0.3,0
COc1ccccc1N(CCOc1ccccc1)S(=O)(=O)c1ccccc1,5.9,·
CC(=O)n1cc([C@@H]2C=C(C(=O)NCc3ccccc3)O[C@H](OCCCCO)C2)c2ccccc21,1.7,0.87
